Source: PubChem BioAssay
PRC2 inh – EZH2/PRC2 methyltransferase inhibitors, primary screen, biochemical, DELFIA time-resolved fluorescence, single point; Histone-lysine N-methyltransferase EZH2 (Homo sapiens), Q15910; PRC2 H3K27 methylation, DELFIA TRF, 1 h; inhibition, % at 12.5 µM; 0.35% of 57,000 active; AID 651548, 2012;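 active = mean inhibition of replicates at least 50% and every single replicate also reaching 50%; inconclusive = mean inhibition at least 50% but some replicate falls below 50%; inactive = mean inhibition under 50%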;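 note: dimethyl H3K27 on biotinylated H3 21-44 peptide detected by antibody; plate controls were median neutral control wells for no effect and median positive control wells for full effect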
IDH1 R132H inh – inhibitors of IDH1 R132H reductase, primary screen, biochemical, plate reader, single point; diaphorase/resazurin fluorescence, 60 min; inhibition, % at 10 µM; 0.18% of 70,000 active; AID 624101, 2012; in the data active = inhibition above about 34%; inconclusive = no clear call, values can overlap the other calls; inactive = below about 11%;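 note: 0% = DMSO and 100% = no enzyme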
Target sequence (O75874 whole entry R132H): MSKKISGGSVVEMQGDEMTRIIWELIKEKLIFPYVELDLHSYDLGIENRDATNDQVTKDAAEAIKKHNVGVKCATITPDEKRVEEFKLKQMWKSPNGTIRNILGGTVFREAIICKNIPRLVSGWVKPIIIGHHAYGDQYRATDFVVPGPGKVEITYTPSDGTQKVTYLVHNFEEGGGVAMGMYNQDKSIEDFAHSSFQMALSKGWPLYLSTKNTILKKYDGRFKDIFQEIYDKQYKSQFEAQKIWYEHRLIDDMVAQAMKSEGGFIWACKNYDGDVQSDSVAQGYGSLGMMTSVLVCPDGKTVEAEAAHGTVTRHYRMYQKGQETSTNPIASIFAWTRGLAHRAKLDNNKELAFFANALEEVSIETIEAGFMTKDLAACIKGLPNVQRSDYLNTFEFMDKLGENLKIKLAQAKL
* hit, by the source's call.

A first look (seven entries):
What do the screens show for `C[C@@H]1CN([C@@H](C)CO)C(=O)c2cc(NC(=O)Nc3ccccc3)ccc2O[C@@H](C)CCCCO[C@H]1CN(C)C(=O)Nc1ccccc1`?
IDH1 R132H inh: 1.1

How did COc1ccc(NC(=O)Nc2ccc3c(c2)CC(=O)N([C@@H](C)CO)C[C@@H](C)[C@@H](CN(C)C)O3)cc1 do in these assays?
PRC2 inh: 1; IDH1 R132H inh: 0.1

Results for C[C@@H]1CN([C@@H](C)CO)C(=O)c2cc(C#Cc3ccncc3)cnc2O[C@@H]1CN(C)C(=O)CN(C)C ?
PRC2 inh: 6; IDH1 R132H inh: 5.4

How did CCC(=O)N[C@H]1C=C[C@H](CC(=O)NCc2ccccc2OC)O[C@H]1CO do in these assays?
PRC2 inh: 6; IDH1 R132H inh: 0.1

What do the screens show for `C[C@H](CO)N1C[C@H](C)[C@H](CN(C)C(=O)CN(C)C)Oc2ncc(C#CC(C)(C)O)cc2C1=O`?
IDH1 R132H inh: -0.4

What do the screens show for `O=C(Cc1ccccc1)N[C@H]1CC[C@@H](CC(=O)N2CCCCC2)O[C@@H]1CO`?
PRC2 inh: -8; IDH1 R132H inh: 0.0

What do the screens show for `O=C(C[C@@H]1C=C[C@H](NS(=O)(=O)c2ccccc2)[C@@H](CO)O1)NCc1ccccc1F`?
PRC2 inh: 8; IDH1 R132H inh: -0.4

Results (from the top)
What do the screens show for `C[C@@H]1CN([C@@H](C)CO)C(=O)c2cc(NC(=O)Nc3ccccc3)ccc2O[C@@H](C)CCCCO[C@H]1CN(C)C(=O)Nc1ccccc1`?
IDH1 R132H inh: 1.1

How did COc1ccc(NC(=O)Nc2ccc3c(c2)CC(=O)N([C@@H](C)CO)C[C@@H](C)[C@@H](CN(C)C)O3)cc1 do in these assays?
PRC2 inh: 1; IDH1 R132H inh: 0.1

Results for C[C@@H]1CN([C@@H](C)CO)C(=O)c2cc(C#Cc3ccncc3)cnc2O[C@@H]1CN(C)C(=O)CN(C)C ?
PRC2 inh: 6; IDH1 R132H inh: 5.4

How did CCC(=O)N[C@H]1C=C[C@H](CC(=O)NCc2ccccc2OC)O[C@H]1CO do in these assays?
PRC2 inh: 6; IDH1 R132H inh: 0.1

What do the screens show for `C[C@H](CO)N1C[C@H](C)[C@H](CN(C)C(=O)CN(C)C)Oc2ncc(C#CC(C)(C)O)cc2C1=O`?
IDH1 R132H inh: -0.4

What do the screens show for `O=C(Cc1ccccc1)N[C@H]1CC[C@@H](CC(=O)N2CCCCC2)O[C@@H]1CO`?
PRC2 inh: -8; IDH1 R132H inh: 0.0

What do the screens show for `O=C(C[C@@H]1C=C[C@H](NS(=O)(=O)c2ccccc2)[C@@H](CO)O1)NCc1ccccc1F`?
PRC2 inh: 8; IDH1 R132H inh: -0.4

What do the screens show for `CCCC#Cc1cnc2c(c1)C(=O)N([C@H](C)CO)C[C@@H](C)[C@H](CN(C)C(=O)Cc1ccncc1)O2`?
PRC2 inh: -21; IDH1 R132H inh: -0.6

Results for C[C@@H]1CN([C@@H](C)CO)C(=O)c2cc(NC(=O)CCC(F)(F)F)ccc2O[C@@H](C)CCCCO[C@@H]1CN(C)C(=O)Nc1cccc2ccccc12 ?
IDH1 R132H inh: 0.2

Results for Cc1noc(C)c1NC(=O)Nc1ccc2c(c1)C(=O)N([C@H](C)CO)C[C@H](C)[C@H](CN(C)C(=O)Nc1ccc(F)cc1)O2 ?
IDH1 R132H inh: 3.1

What do the screens show for `COc1ccc(-c2cnc3c(c2)C(=O)N([C@H](C)CO)C[C@@H](C)[C@@H](CN(C)C(=O)NC2CCCC2)O3)cc1`?
IDH1 R132H inh: 0.1

What do the screens show for `COc1ccc(C(=O)Nc2ccc3c(c2)OC[C@@H](C)N(C)C[C@H](C)[C@@H](OC)CN(C)C3=O)cc1`?
PRC2 inh: -5; IDH1 R132H inh: -0.1

Results for C/C=C/c1ccc2c(c1)O[C@H](CN(C)C(C)=O)[C@@H](C)CN([C@H](C)CO)S2(=O)=O ?
PRC2 inh: 1; IDH1 R132H inh: -2.8

What do the screens show for `Cc1noc(C)c1NC(=O)Nc1cccc2c1O[C@H](CN(C)C(=O)NC(C)C)[C@H](C)CN([C@@H](C)CO)C2=O`?
IDH1 R132H inh: 5.7

Results for C[C@H](CO)N1C[C@H](C)[C@H](CN(C)Cc2ccccc2)Oc2ncc(-c3ccc(F)cc3)cc2C1=O ?
PRC2 inh: 8; IDH1 R132H inh: -0.3

Results for Cc1[nH]c2ccccc2c1C(=O)CSc1nc2ccccc2[nH]1 ?
PRC2 inh: -10; IDH1 R132H inh: -1.0

How did Ic1ccc(N2CCN(Cc3c[nH]c4ncccc34)CC2)cc1 do in these assays?
PRC2 inh: -4; IDH1 R132H inh: 8.2

Results for COCC(=O)N(C)C[C@H]1Oc2cc(C#CCN(C)C)ccc2S(=O)(=O)N([C@@H](C)CO)C[C@H]1C ?
PRC2 inh: 0; IDH1 R132H inh: 4.6

What do the screens show for `Cc1cc(Oc2ccccc2)nc(SCC(=O)Nc2ccccc2)n1`?
PRC2 inh: 22; IDH1 R132H inh: 0.1

What do the screens show for `O=C(CCN1CCCCC1)NCC[C@H]1CC[C@@H](NC(=O)C2CCCC2)[C@H](CO)O1`?
PRC2 inh: -6; IDH1 R132H inh: 0.6

Results for C[C@@H]1CN([C@@H](C)CO)C(=O)c2cc(C#Cc3ccc(F)cc3)cnc2O[C@H]1CN(C)S(C)(=O)=O ?
PRC2 inh: -16; IDH1 R132H inh: -0.5

Results for C[C@@H]1CN([C@H](C)CO)C(=O)c2cc(NC(=O)Nc3cccc4ccccc34)ccc2O[C@@H]1CN(C)CC1CCCCC1 ?
IDH1 R132H inh: -0.5

How did COc1ccc(CN(C)C[C@H]2Oc3ccc(NC(=O)Cn4cnnn4)cc3C(=O)N([C@@H](C)CO)C[C@H]2C)cc1 do in these assays?
PRC2 inh: 2; IDH1 R132H inh: 0.2

Results for CC(C)NC(=O)N(C)C[C@@H]1Oc2ncc(C#Cc3ccncc3)cc2C(=O)N([C@@H](C)CO)C[C@@H]1C ?
PRC2 inh: -28; IDH1 R132H inh: 19

How did C[C@@H]1CN([C@@H](C)CO)C(=O)CCCn2nncc2CO[C@@H]1CN(C)C(=O)Nc1ccnc(N2CCOCC2)c1 do in these assays?
IDH1 R132H inh: -2.8

What do the screens show for `C[C@@H]1CCCCO[C@@H](CN(C)C(=O)Nc2ccc(F)cc2)[C@@H](C)CN([C@H](C)CO)C(=O)c2cc(NS(=O)(=O)c3cn(C)cn3)ccc2O1`?
IDH1 R132H inh: 1.3

How did C[C@@H]1CN([C@@H](C)CO)C(=O)c2cc(NC(=O)Nc3cccc4ccccc34)ccc2O[C@H]1CN(C)C(=O)Nc1ccccc1 do in these assays?
PRC2 inh: -23; IDH1 R132H inh: -3.0

Results for C[C@@H]1CCCCO[C@@H](CN(C)Cc2ccc(C(=O)Nc3ccccc3N)cc2)[C@@H](C)CN([C@H](C)CO)C(=O)c2cc(NS(=O)(=O)c3ccc(F)cc3)ccc2O1 ?
PRC2 inh: -4; IDH1 R132H inh: 0.0

What do the screens show for `O=C(C[C@@H]1CC[C@H](NC(=O)c2ccncc2)[C@H](CO)O1)NCCc1ccncc1`?
PRC2 inh: 5; IDH1 R132H inh: 0.1

Results for COc1ccccc1CNC(=O)C[C@@H]1C[C@H]2c3cc(NC(=O)c4ccc5c(c4)OCO5)ccc3O[C@H]2[C@H](CO)O1 ?
PRC2 inh: -10; IDH1 R132H inh: -3.5

What do the screens show for `Cc1sc2nc(SCCC(=O)NC3CCCCC3)[nH]c(=O)c2c1C`?
PRC2 inh: 7; IDH1 R132H inh: -1.0

Results for COc1ccc(NCc2ccc(C(=O)Nc3ccccc3N)cc2)cc1OC ?
PRC2 inh: 6

How did O=C(C[C@H]1C=C[C@@H](NC(=O)Nc2ccccc2F)[C@H](CO)O1)NCc1ccc(-c2ccccc2)cc1 do in these assays?
PRC2 inh: 13; IDH1 R132H inh: -0.2

Results for CO[C@H]1CN(C)C(=O)c2cc(NC(=O)C3CCC3)ccc2OC[C@H](C)N(C(=O)CN(C)C)C[C@@H]1C ?
PRC2 inh: -6; IDH1 R132H inh: 0.0

What do the screens show for `O=C(N[C@@H]1CC[C@@H](CCn2cc(-c3ccccn3)nn2)O[C@H]1CO)c1ccncc1`?
PRC2 inh: -2; IDH1 R132H inh: 0.2

How did Cn1cnc(S(=O)(=O)N[C@H]2CC[C@H](CC(=O)N3CCN(c4ccccc4)CC3)O[C@@H]2CO)c1 do in these assays?
PRC2 inh: 5; IDH1 R132H inh: 0.1

What do the screens show for `CS(=O)(=O)Nc1ccc2c(c1)[C@H]1C[C@H](CC(=O)NCc3ccc(-c4ccccc4)cc3)O[C@@H](CO)[C@H]1O2`?
PRC2 inh: -23; IDH1 R132H inh: -0.6

How did C[C@H](CO)N1C[C@H](C)[C@H](CN(C)C(=O)Cc2ccncc2)Oc2cc(C3=CCCCC3)ccc2S1(=O)=O do in these assays?
PRC2 inh: -26; IDH1 R132H inh: inconclusive

How did COc1cccc(S(=O)(=O)Nc2ccc3c(c2)[C@@H]2C[C@H](CC(=O)N[C@@H](C)c4ccccc4)O[C@@H](CO)[C@@H]2O3)c1 do in these assays?
PRC2 inh: 9; IDH1 R132H inh: -2.8

How did CN(C)c1ccc2c(c1)[C@H]1C[C@H](CC(=O)NCc3ccc(Oc4ccccc4)cc3)O[C@H](CO)[C@H]1O2 do in these assays?
PRC2 inh: -18; IDH1 R132H inh: -1.6

What do the screens show for `COCCNC(=O)C[C@H]1C[C@H]2c3cc(NS(C)(=O)=O)ccc3O[C@H]2[C@H](CO)O1`?
PRC2 inh: -3; IDH1 R132H inh: -0.1

What do the screens show for `C[C@H]1CN([C@@H](C)CO)C(=O)c2cc(NC(=O)C3CCCCC3)ccc2O[C@H]1CN(C)Cc1ccc(Oc2ccccc2)cc1`?
IDH1 R132H inh: -0.1

How did O=C(N[C@@H]1CC[C@H](CCNC(=O)C2CCC2)O[C@@H]1CO)c1ccncc1 do in these assays?
PRC2 inh: 1; IDH1 R132H inh: 0.1

Results for COCC(=O)Nc1ccc2c(c1)OC[C@@H](C)N(C(=O)NC(C)C)C[C@H](C)[C@H](OC)CN(C)C2=O ?
PRC2 inh: -2; IDH1 R132H inh: 0.3

Results for C[C@@H]1CN([C@H](C)CO)C(=O)c2cc(C#CC3CCCCC3)cnc2O[C@@H]1CN(C)C(=O)Nc1ccccc1 ?
PRC2 inh: -22

How did C[C@H]1CN([C@@H](C)CO)C(=O)c2cc(NS(C)(=O)=O)ccc2O[C@H]1CN(C)C(=O)Nc1cccc2ccccc12 do in these assays?
PRC2 inh: 4

Results for CNC[C@H]1OCCCC[C@H](C)Oc2ccc(NS(=O)(=O)c3c(C)noc3C)cc2C(=O)N([C@H](C)CO)C[C@@H]1C ?
IDH1 R132H inh: 0.9

What do the screens show for `C[C@H]1CN([C@@H](C)CO)C(=O)c2ccccc2-c2ccccc2CO[C@H]1CN(C)C(=O)Nc1cccc(F)c1`?
PRC2 inh: -44

How did C[C@@H]1CN([C@@H](C)CO)C(=O)c2cc(NC(=O)CCC(F)(F)F)ccc2O[C@@H]1CN(C)Cc1ccc(Cl)c(Cl)c1 do in these assays?
PRC2 inh: -7; IDH1 R132H inh: 2.8

How did C[C@@H]1CN([C@H](C)CO)S(=O)(=O)c2ccc(C3=CCCC3)cc2O[C@@H]1CN(C)C(=O)C1CCOCC1 do in these assays?
PRC2 inh: -1; IDH1 R132H inh: 3.9

Results for O=C(NCCCO)c1cc2ccccc2oc1=O ?
PRC2 inh: 4; IDH1 R132H inh: 0.0

What do the screens show for `COc1cccc(NC(=O)CN(c2ccc(Br)c(C)c2)S(C)(=O)=O)c1`?
PRC2 inh: 14; IDH1 R132H inh: -0.1

What do the screens show for `CC(C)(C)c1ccc(OCC(=O)Nc2ncn[nH]2)c(Br)c1`?
PRC2 inh: 13; IDH1 R132H inh: 1.0

Results for C[C@H]1CN([C@@H](C)CO)C(=O)c2cc(-c3cccnc3)cnc2O[C@@H]1CN(C)Cc1ccc(Oc2ccccc2)cc1 ?
IDH1 R132H inh: -0.6

Results for C[C@@H]1CN([C@H](C)CO)C(=O)c2cccc(NC(=O)C3CC3)c2O[C@@H]1CN(C)C(=O)Nc1cccc2ccccc12 ?
PRC2 inh: 7; IDH1 R132H inh: -0.3

Results for C/C=C/c1ccc2c(c1)O[C@@H](CN(C)C(=O)CN(C)C)[C@H](C)CN([C@@H](C)CO)S2(=O)=O ?
PRC2 inh: -5; IDH1 R132H inh: 3.7

Results for Cc1noc(C)c1NC(=O)N(C)C[C@H]1Oc2ccc(NS(=O)(=O)c3ccc(Cl)cc3)cc2CC(=O)N([C@H](C)CO)C[C@@H]1C ?
IDH1 R132H inh: 0.1

How did CO[C@H]1CN(C)C(=O)c2ccc(NC(=O)c3ccc(F)cc3)cc2OC[C@@H](C)N(C(=O)CN(C)C)C[C@H]1C do in these assays?
PRC2 inh: 17; IDH1 R132H inh: 0.5

What do the screens show for `CC(C)C#Cc1ccc2c(c1)O[C@H](CN(C)S(=O)(=O)c1cn(C)cn1)[C@@H](C)CN([C@H](C)CO)S2(=O)=O`?
PRC2 inh: 4; IDH1 R132H inh: -4.6

What do the screens show for `CCCNC(=O)C[C@@H]1C[C@H]2c3cc(NS(=O)(=O)c4ccc(F)cc4)ccc3O[C@H]2[C@H](CO)O1`?
PRC2 inh: -14; IDH1 R132H inh: -0.4

What do the screens show for `C[C@@H]1CN([C@@H](C)CO)C(=O)c2cc(NS(=O)(=O)c3ccc(Cl)cc3)ccc2O[C@H]1CN(C)Cc1ccccc1`?
PRC2 inh: 10

What do the screens show for `C[C@H](CO)N1C[C@H](C)[C@H](CN(C)Cc2ccccc2)Oc2c(NS(=O)(=O)c3ccc(Cl)cc3)cccc2C1=O`?
PRC2 inh: -11; IDH1 R132H inh: -0.3

This is a subset, so the mix of outcomes need not match the whole.
